# Source: PubChem BioAssay (Sanford-Burnham Center for Chemical Genomics)
# SENP8 block-1 = SENP8 protease inhibition. Q96LD8. purified SENP8, Z-RLRGG-aminoluciferin cleavage, luminescence. inhibition, % at 10 µM. 330,000 tested, 1.2% active. AID 2540; in the data active means inhibition above about 50%
# SENP6 block = SENP6 protease inhibition. Q9GZR1. Recombinant SENP6 catalytic domain, aminoluciferin luminescence. inhibition, % at 10 µM. 330,000 tested, 1.8% active. AID 2599;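 active means inhibition above about 50% at the single tested dose, limit read from the data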;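 further: plate controls were DMSO wells with enzyme for no effect and DMSO wells lacking enzyme for full effect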
# Target sequence (Q9GZR1 628-1112 limits assumed): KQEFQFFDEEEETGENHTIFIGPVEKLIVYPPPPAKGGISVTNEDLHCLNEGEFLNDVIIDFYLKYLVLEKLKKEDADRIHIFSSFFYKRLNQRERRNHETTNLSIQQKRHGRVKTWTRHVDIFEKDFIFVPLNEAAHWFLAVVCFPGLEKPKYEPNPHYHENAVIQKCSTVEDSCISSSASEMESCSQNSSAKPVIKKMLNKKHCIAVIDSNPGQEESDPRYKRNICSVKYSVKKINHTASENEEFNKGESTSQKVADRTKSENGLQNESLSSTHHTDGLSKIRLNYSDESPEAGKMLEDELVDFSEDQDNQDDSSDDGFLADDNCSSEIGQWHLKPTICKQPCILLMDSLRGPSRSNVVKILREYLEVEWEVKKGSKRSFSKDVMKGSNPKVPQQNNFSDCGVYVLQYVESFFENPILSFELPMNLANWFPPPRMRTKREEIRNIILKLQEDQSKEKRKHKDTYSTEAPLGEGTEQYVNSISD
# SENP8 block-2 = blocks human SENP8 cleavage of Nedd8 substrate | 360,000 tested, 0.64% active | AID 602440 | recombinant SENP8, Nedd8 substrate fluorescence | Q96LD8 | inhibition, % at 20 µM; in the data active means inhibition mostly above about 40%, no sharp cut-off; inactive means mostly below about 27%
# APOBEC3G inh = APOBEC3G (human) deaminase inhibition; Q9HC16; recombinant A3G, ssDNA deamination FAM/TAMRA fluorescence; inhibition, % at 20 µM; 330,000 tested, 0.28% active;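 active means inhibition of at least 40% at 20 µM, with no more than 30% in the related APOBEC3A deaminase screen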;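 further: plate controls were DMSO wells with A3G for no effect and wells lacking A3G enzyme for full effect; some compounds called inactive have numbers as strong as hits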
# Apaf1 inhib = human Apaf-1 inhibition. O14727. reconstituted apoptosome caspase-3 activity, DEVD-Rh110 fluorescence. inhibition, % at 20 µM. 330,000 tested, 0.71% active. AID 489030; active means inhibition of at least 40% at 20 µM;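 further: plate controls were DMSO wells for no effect and DEVD-CHO caspase inhibitor wells for full effect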
#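 detection = Rh110 fluorescence intensity | test system = biochemical Apaf-1 apoptosome reconstitution | also added = cytochrome c and DEVD-Rh110 substrate | schedule = 30 min plus 50 min, RT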
# UBC13 inh = inhibitors of human UBC13 polyubiquitin chain formation; P61088; inhibition, % at 20 µM; 330,000 tested, 0.47% active; AID 485273; TR-FRET; in the data active means inhibition above about 45%, passing the limit was not always enough
# Target sequence (P61088 whole entry, looked up): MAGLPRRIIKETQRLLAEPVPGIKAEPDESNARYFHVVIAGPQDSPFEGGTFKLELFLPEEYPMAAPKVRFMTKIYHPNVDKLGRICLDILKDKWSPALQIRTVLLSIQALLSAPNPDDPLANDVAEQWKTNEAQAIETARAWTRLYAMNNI
# SENP7 block = SENP7 protease inhibition; inhibition, % at 5 µM; 330,000 tested, 1.5% active; recombinant SENP7, Z-RLRGG-aminoluciferin luminescence, 40 min; Q9BQF6;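 active means inhibition above about 50% at the single test dose, limit read from the data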;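 further: plate controls were DMSO with enzyme for no effect and no enzyme buffer wells for full effect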
# Target sequence (Q9BQF6 706-1050 limits assumed): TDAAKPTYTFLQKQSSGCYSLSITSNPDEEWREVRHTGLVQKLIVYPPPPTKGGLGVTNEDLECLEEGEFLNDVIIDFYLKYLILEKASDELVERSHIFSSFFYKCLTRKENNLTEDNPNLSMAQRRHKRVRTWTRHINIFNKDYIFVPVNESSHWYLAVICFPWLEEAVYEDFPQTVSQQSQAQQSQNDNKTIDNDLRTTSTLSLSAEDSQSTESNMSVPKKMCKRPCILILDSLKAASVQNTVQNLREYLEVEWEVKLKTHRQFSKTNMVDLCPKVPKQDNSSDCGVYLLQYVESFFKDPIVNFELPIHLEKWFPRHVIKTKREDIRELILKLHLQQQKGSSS
# SENP1 FRET inh = SENP1 (human) catalytic domain inhibition | inhibition, % at 10 µM | Q9P0U3 | AID 624204 | recombinant SENP1 catalytic domain, CyPet-SUMO1-YPet FRET cleavage | 360,000 tested, 0.21% active;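 active means inhibition at least 30% at 10 µM, raw YFP signal under a set limit, fluorescence ratio 0.5 to 1.5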;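 further: 0% = enzyme with DMSO and 100% = no enzyme wells; some results filed as inactive read as strong as hits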
#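 System: Recombinant human SENP1 catalytic domain, His6-tagged | Incubation: Enzyme reaction for 50 min at room temperature, dark | Medium: Tris pH 8 with BME, BSA, NP40 and catalase | Also added: 25 nM SUMO1 FRET substrate | Compound: 10 µM single point, 0.5% DMSO | Measured by: FRET fluorescence in CFP and YFP emission channels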
# An asterisk follows results filed as active; / = not tested or not shown.
SMILES,SENP8 block-1,SENP6 block,SENP8 block-2,APOBEC3G inh,Apaf1 inhib,UBC13 inh,SENP7 block,SENP1 FRET inh
O=C(Nc1ccc(Cl)c(S(=O)(=O)N2CCOCC2)c1)c1ccc2c(c1)OCO2,-5,-16,14,-7,1,1,13,0
O=C(CCc1ccc(S(=O)(=O)NCc2ccccc2)cc1)N1CCN(Cc2ccc3c(c2)OCO3)CC1,-2,-6,9,-1,1,9,-7,3
CCCCN(C(=O)C1=COCCO1)c1c(N)n(Cc2ccccc2)c(=O)[nH]c1=O,1,-12,-5,-8,-9,-1,-7,-4
CC1CCCC(NC(=O)CSc2ncccn2)C1C (stereo unspecified),-13,-21,13,-9,9,4,-7,2
CC(=O)c1ccc(OCC(=O)OCc2cc(-c3ccco3)on2)cc1,-7,-17,18,-7,1,0,1,2
CCCOc1ccc(N2C(=O)CC(SC(=NCC)NCC)C2=O)cc1 (stereo unspecified),0,9,6,-1,-3,-5,2,1
Cc1cccc(NC(=O)/C(C#N)=C/c2ccc(Sc3ccccc3)o2)c1C,-2,-7,-5,-2,12,1,-2,-99
CSc1ccc(COC(=O)CCS(=O)(=O)c2ccc(C)cc2)cc1,9,2,5,-6,16,5,0,-2
O=C1C=C(Nc2ccc(Cl)cc2)CC(c2ccccc2)C1 (stereo unspecified),-5,-11,-64,0,5,-7,7,-78
O=C(Nc1ccc2c(c1)oc1ccc(S(=O)(=O)N3CCCC3)cc12)C1CC1,7,22,-35,6,5,4,14,1
COc1ccc(NC(=O)C2CC(c3ccccc3O)=NO2)cc1OC (stereo unspecified),-5,-12,30,-1,-6,6,-4,-1
COc1ccc(N(C(=O)c2snc(C(N)=O)c2N)C(C(=O)NC2CCCCC2)c2ccc(C)o2)cc1 (stereo unspecified),-4,-3,-281,-7,18,60*,4,-7
CC1(C)CC(=O)C(Sc2ccccc2[N+](=O)[O-])=C(O)C1,-14,-18,11,-6,1,-10,1,0
FC(F)(F)c1cc(-c2ccccc2)nc2nc(N3CCOCC3)sc12,-7,-18,-408,-11,7,37,7,0
CCC(c1nnc(SCC(=O)NCCc2ccc(Cl)cc2Cl)o1)N(C)C (stereo unspecified),-3,-14,33,-5,1,6,-12,-1

# Record cards, as listed above. Values in the order: SENP8 block-1 | SENP6 block | SENP8 block-2 | APOBEC3G inh | Apaf1 inhib | UBC13 inh | SENP7 block | SENP1 FRET inh
# O=C(CCc1ccc(S(=O)(=O)NCc2ccccc2)cc1)N1CCN(Cc2ccc3c(c2)OCO3)CC1 is listed with -2 | -6 | 9 | -1 | 1 | 9 | -7 | 3
# CSc1ccc(COC(=O)CCS(=O)(=O)c2ccc(C)cc2)cc1 is listed with 9 | 2 | 5 | -6 | 16 | 5 | 0 | -2
# CC(=O)c1ccc(OCC(=O)OCc2cc(-c3ccco3)on2)cc1 is listed with -7 | -17 | 18 | -7 | 1 | 0 | 1 | 2
# FC(F)(F)c1cc(-c2ccccc2)nc2nc(N3CCOCC3)sc12 is listed with -7 | -18 | -408 | -11 | 7 | 37 | 7 | 0
# O=C(Nc1ccc(Cl)c(S(=O)(=O)N2CCOCC2)c1)c1ccc2c(c1)OCO2 is listed with -5 | -16 | 14 | -7 | 1 | 1 | 13 | 0

# The list continues:
SMILES,SENP8 block-1,SENP6 block,SENP8 block-2,APOBEC3G inh,Apaf1 inhib,UBC13 inh,SENP7 block,SENP1 FRET inh
COc1ccccc1NC(=O)C(C)N(C)CCOc1ccccc1 (stereo unspecified),-7,27,4,6,14,5,-6,1
O=C1N/C(=N\N=C\c2ccco2)SC1Cc1ccc(F)cc1 (stereo unspecified),6,-1,18,-4,-2,-6,-2,1
O=C1C=C(c2cc(C(F)(F)F)cc(C(F)(F)F)c2)C[C@@H](c2ccc3c(c2)OCO3)C1,-2,-8,7,-3,19,-17,4,2
CCCNC(=O)NC(=O)CN1C(=O)NC(C)(c2ccc(C)cc2)C1=O (stereo unspecified),-6,11,11,-9,-9,6,3,-2
CC1CCCCC1NC(=O)C1CCN(S(=O)(=O)c2ccc3c(c2)CCC(=O)N3)CC1 (stereo unspecified),-10,-4,4,-4,4,-2,-16,0
O=C1NC(=O)C2(CCCc3ccccc32)N1 (stereo unspecified),0,0,11,-4,11,-8,7,1
Cc1noc(C)c1NC(=O)N(C)C[C@H]1Oc2ccc(NC(=O)Nc3ccc(C(F)(F)F)cc3)cc2C(=O)N([C@H](C)CO)C[C@@H]1C,0,6,3,-2,15,11,-3,-1
COc1ccc(O)c(C(=O)c2cnc3c(c2)c(C)nn3C)c1,-13,-12,0,-11,12,-4,-11,1
O=C(NCCN1CCN(C(=O)c2cccc(OC(F)F)c2)CC1)c1cccc(OC(F)F)c1,0,-11,7,-9,-6,5,4,0
Cc1ccc(C(=O)N(C)Cc2nc3ccccc3c(=O)[nH]2)cc1NC(=O)c1ccco1,4,13,9,-5,-7,4,-8,0
CC(=O)c1c(C(C)=O)c(C)n(-c2ccc(C(=O)O)cc2)c1C,8,13,21,-5,-8,2,1,1
COc1cc(C(=O)Nc2ccc(S(=O)(=O)N3CCc4ccccc43)cc2)cc(OC)c1OC,-11,-4,-3,-1,9,-9,1,-6
CCOc1ccc(S(=O)(=O)Nc2cccc(C(=O)NCC(c3ccco3)N3CCCC3)c2)cc1 (stereo unspecified),5,-2,-3,-1,7,8,-4,-6
Cc1ccc(-c2nn3c(C)nnc3c3ccccc23)cc1S(=O)(=O)N1CCN(CCO)CC1,-17,2,-43,-4,19,-1,-5,1
CCCc1cc(=O)[nH]c(SCC(=O)NCC2COc3ccccc3O2)n1 (stereo unspecified),-2,-5,15,-3,-3,5,-1,0
CCOc1ccc(C(=O)NCC(=O)NCCOc2ccc(C)cc2)cc1,-2,-7,3,-5,4,0,-3,-3
CCC1CCCCN1Cc1ccc(OC)c(OC)c1 (stereo unspecified),-4,-11,12,-8,-20,5,2,2
Cc1ccnc(NC(=O)C2CCN(S(=O)(=O)c3ccc4ccccc4c3)CC2)c1,2,4,0,-8,16,-2,-4,1
Cc1ccc(SCCc2ccc(C)nc2)cc1,-9,-9,10,-2,13,1,5,1
CCc1ccc(OCc2nc(-c3ccccn3)no2)c(Br)c1,90*,93*,-2,-4,-1,-2,91*,2
CCn1c(SCC(=O)Nc2nc3ccc(C)cc3s2)nc2c(c1=O)SC(C)C2 (stereo unspecified),-4,-4,9,-6,20,-5,5,-1
COC(=O)[C@H](C)NC(=O)Nc1cc(Cl)ccc1C,0,2,3,-4,-18,-2,-1,2
NC(=O)C1CC(=O)N(CCc2ccc(F)cc2)C1 (stereo unspecified),-8,-34,1,-7,-4,-4,-15,2
COC(=O)c1ccc(NCC(=O)N2CCCCCC2)cc1,-5,-10,/,-5,-4,-7,-5,/
Cc1[nH]n(-c2ccccc2)c(=O)c1CCOC(=O)c1cccc(C(F)(F)F)c1,-10,-7,0,-5,18,-6,0,0
COc1ccc(-c2cc3nc(CCl)[nH]c(=O)c3s2)cc1,83*,94*,-336,-3,17,12,59*,-15
COc1ccc2c(c1)O[C@H](c1ccc3c(c1)OCO3)[C@@H](OC(=O)N[C@H]1CCCc3ccccc31)C2=O,-9,-18,/,-17,13,-3,-12,/
O=C(O)/C=C/C(=O)NNC(=O)c1cc(-c2ccccc2)n[nH]1,-4,-5,2,3,-2,-5,2,3
COc1ccc(C(=O)O)cc1S(=O)(=O)NCc1ccccn1,-2,19,14,-6,-2,6,3,1
CCOC(=O)N1CCN(C(=O)c2cc(S(=O)(=O)N3CCCC3)cn2C)CC1,4,-10,15,0,-4,10,-1,-9
CCC(CO)(CO)N(CC(=O)Nc1ccc(OC)cc1)CC(=O)Nc1ccc(OC)cc1,5,-3,11,-6,1,4,-6,-2
COc1ccc(Oc2c(Cl)cnn(-c3ccc(Cl)c(Cl)c3)c2=O)cc1,-6,-3,10,-7,21,-3,-11,0
COc1ccc(NC(=S)N(CCCN2CCCC2)Cc2cccs2)cc1,-3,1,22,-1,4,11,2,1
c1cn(CCCNC2CCCCCCC2)cn1,-9,0,8,-1,-6,-1,-10,1
CC(C)(C)c1csc(NNC(=O)c2ccc(Br)cc2)n1,9,20,-106,0,3,-6,6,-7
CN(C)/C=C/C(=O)c1cccc(C(F)(F)F)c1,-3,-1,14,0,0,-17,2,-10
Cc1ccsc1C(=O)NNC(=O)c1cccc(S(=O)(=O)N2CCCC2)c1,6,-8,11,-7,-7,3,-3,2
CC(=O)Nc1ccc(S(=O)(=O)Nc2ccccc2N2CCOCC2)cc1Cl,-3,-1,12,-10,2,-1,-6,1
O=C(CCc1nnc(C2(c3ccc(Cl)cc3)CCC2)o1)N1CCCC1,-7,-2,5,-4,12,-3,7,0
Cc1cc(C)nc(/N=C(\NC(=O)C(C)(C)C)Nc2ccccc2)n1,-10,-4,18,-4,-3,4,-4,-1
Cc1ccc(S(=O)(=O)N2CCN(C(=O)CSc3ncn[nH]3)CC2)c(C)c1,-15,-22,4,-12,6,0,8,1
N#Cc1cc2c([nH]c1=S)CCCC2,1,-25,-25,67*,-4,8,-2,-5
CC(C)C1Cc2[nH]c(=O)c(C(=O)O)cc2CO1 (stereo unspecified),4,0,-28,-1,-15,-1,-7,-1
COc1ccc(CCNC(=O)CSc2cn(Cc3ccccc3)c3ccccc23)cc1OC,0,-6,8,-7,11,0,7,3
Cc1nc(Cc2ccc(OC(C)C)cc2)[nH]c(=O)c1CC(=O)O,-10,7,12,-5,5,-5,-7,3
O=C1OCc2nc3cc4c(cc3c(-c3ccc(F)cc3)c21)OCO4,-3,-10,-279,0,6,12,0,2
CC(=O)c1ccccc1OC(=O)COc1ccc([N+](=O)[O-])cc1,-10,-3,7,0,4,8,-12,4
O=C(COC(=O)C1CCN(C(=O)c2ccc(Cl)cc2)CC1)c1ccco1,-1,-6,13,1,18,-10,6,2
CCc1nccn1C(=O)c1cnn2c(C(F)F)cc(-c3ccc(C)cc3)nc12,-15,-20,-291,-2,11,7,-1,-8
Cc1ccc(C(=O)NC(NCc2ccccc2)C(Cl)(Cl)Cl)cc1 (stereo unspecified),-6,-7,5,-10,13,-14,-5,2
CCC(C)NC(=O)c1cc2c(=O)n3ccccc3nc2s1 (stereo unspecified),4,-8,-281,2,9,26,8,-65
O=C(O)c1cccc(NC(=O)c2ccc3c(c2)C(=O)N(CC2CCCO2)C3=O)c1 (stereo unspecified),50*,83*,26,-1,-6,0,71*,3
NC(=O)C(CC(=O)O)NC(=O)[C@@H]1CCCNc2c(I)cc([N+](=O)[O-])cc2C(=O)N[C@@H](CO)C(=O)N[C@@H](Cc2ccc(O)cc2)C(=O)N1 (stereo partly specified),-3,5,17,8,-4,-22,-4,3
CCOC(=O)c1c(NC(=O)Cc2cccs2)sc2c1CCCC2,-1,-41,-44,-2,22,5,-1,-2
COc1cccc(C(=O)Nc2cccc3c2ccc2cccn23)c1,-1,-15,-302,-3,-2,3,15,-41
COc1cc(C)ccc1OCCCON1C(=O)CCC1=O,0,-9,11,1,5,-3,0,1
Cc1ccc2cc3cc(C(=O)N(CC(=O)NC4CCCC4)c4cccc(C)c4C)sc3nc2c1,13,-25,-34,-8,15,12,2,0
CCCn1nnc(NC(=O)/C=C/c2ccccc2)n1,0,-17,12,-6,-9,8,-13,-1
O=c1[nH]c(CSc2nnc(-c3cccnc3)n2C2CCCCC2)nc2ccccc12,0,7,-12,-1,-9,-2,-2,0
COc1ccc(-n2c(C)nnc2SCC(=O)N2C(C)CCCC2C)cc1 (stereo unspecified),5,4,2,2,-10,-4,6,-3
CCCCCOC(=O)C1[C@H]2C(=O)N(c3ccccc3CC)C[C@]23C=C[C@H]1O3 (stereo partly specified),-5,-17,19,-10,-1,1,-1,1
S=C(NCc1ccccn1)Nc1ccc(Cl)c(Cl)c1,-1,-7,9,-8,4,12,-8,-33
